# HTT ATP protect = qHTS Multiplex Assay to Identify Dual Action Probes in a Cell Model of Huntington: Cytoprotection (ATP) | actives 0.14% (n = 230,000) | PC12 HTT-Q103 induced, cytoprotection, ATP luminescence, 40 h | Potency, µM (series often up to 56.4 µM), inactives show cytoprotection (ATP increase), actives largely listed as activators | AID 1471, 2008;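 note: % of control where 0% means no effect; nearly all actives have a fitted effect of over 45% in size; toxic huntingtin expression switched on by the ecdysone agonist tebufenozide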
#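 ATP quantification (ATPlite) reports survival of PC12 cells in which tebufenozide, 100 nM final, switches on Htt exon 1 with 103 glutamines linked to GFP; compounds are titrated.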
# GLA spleen mod = qHTS Assay for Inhibitors and Activators of Human alpha-Galactosidase From Spleen Homogenate; Alpha-galactosidase A (Homo sapiens), P06280; AID 2107, 2009; human spleen homogenate, 4MU-alpha-Gal fluorescence, 40 min; actives 0.008% (n = 240,000); Potency, µM (highest dose often 80 µM), for inactives: top-dose activity change, negative = inhibition, most hits filed as inhibitors;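 note: 0% = enzyme with vehicle and -100% = no enzyme basal signal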
# Target sequence (P06280 32-429 limits assumed): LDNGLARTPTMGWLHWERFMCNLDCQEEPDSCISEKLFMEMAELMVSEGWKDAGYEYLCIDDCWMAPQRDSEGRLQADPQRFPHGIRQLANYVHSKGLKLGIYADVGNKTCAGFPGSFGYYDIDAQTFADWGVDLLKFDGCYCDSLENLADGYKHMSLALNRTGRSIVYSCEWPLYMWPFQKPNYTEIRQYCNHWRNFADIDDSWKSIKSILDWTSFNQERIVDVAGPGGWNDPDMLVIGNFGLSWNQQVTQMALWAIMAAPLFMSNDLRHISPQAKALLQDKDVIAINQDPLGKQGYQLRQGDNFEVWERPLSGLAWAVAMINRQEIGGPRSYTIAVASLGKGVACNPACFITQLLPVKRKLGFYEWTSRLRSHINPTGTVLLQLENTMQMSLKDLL
#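 Fluorogenic readout (Ex 365/Em 440 nm) of 4-methylumbelliferone released from 1 mM 4-MU-alpha-galactoside by spleen homogenate, 40 min at 37C, pH 5.0. Data normalized to no-enzyme and enzyme controls; Hill-equation AC50 from compound titrations.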
# Tau FP inhib = qHTS for Inhibitors of Tau Fibril Formation, Fluorescence Polarization; Microtubule-associated protein tau (Homo sapiens), P10636; K18 P301L tau heparin fibrillization, Alexa594 FP, 6 h; Potency, µM (doses to about 57.7 µM), without a hit: top-dose activity, negative = inhibition, actives largely listed as inhibitors; actives 0.39% (n = 280,000); note: % is set by controls: 0 for no effect and ±100 for the full control effect; nearly all actives have a fitted effect of over 55% in size
# Target sequence (P10636 561-689 P618L limits assumed): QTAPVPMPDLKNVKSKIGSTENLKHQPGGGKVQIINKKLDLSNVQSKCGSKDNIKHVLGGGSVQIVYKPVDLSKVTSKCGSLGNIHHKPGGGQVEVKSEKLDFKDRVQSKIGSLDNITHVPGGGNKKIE
#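 K18 P301L tau (15 uM unlabeled/0.24 uM Alexa 594-labeled, final) + compound + heparin 20 uM final; 100 mM NaOAc pH 7; 6 hr 37 C; ThT 30 uM final added, 1 hr RT; FP ex 555/em 632 nm.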
# GAA inh = qHTS Assay for Inhibitors of Human alpha-Glucosidase as a Potential Chaperone Treatment of Pompe Disease. purified human GAA, 4-MU-alpha-glucoside fluorescence. Potency, µM (titrated, usually from 76.9 µM), inactives show top-dose activity change, negative = inhibition, hits mostly inhibitors. actives 0.005% (n = 200,000). AID 1466, 2008;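 note: plate controls were uninhibited enzyme wells for no effect and no-enzyme background for full effect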
#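 Fluorescence at Ex 365/Em 440 nm from 4-methylumbelliferone reported enzyme activity after 20 min at room temperature. Reactions used 4 nM enzyme and 400 uM substrate at pH 5.0; curves fitted with the Hill equation.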
# Tau fluor counter = Counterscreen qHTS for Inhibitors of Tau Fibril Formation, Fluorescence Polarization; Potency, µM (titrated, usually from 57.7 µM), inactives show at the highest dose activity change, negative = decrease; tau K18 P301L Alexa594 fluorescence, heparin fibrillization; AID 1463, 2008; actives 0.93% (n = 280,000); note: % is set by controls: 0 for no effect and ±100 for the full control effect; nearly all actives have a fitted effect of over 55% in size
#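 Human K18 P301L tau (15 uM unlabeled plus 0.24 uM Alexa 594-labeled, final) in 100 mM sodium acetate pH 7 was mixed with compound and 20 uM heparin and incubated 6 hr at 37 C.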
# aGlu spleen mod = qHTS Assay for Inhibitors and Activators of Human alpha-Glucosidase From Spleen Homogenate; Lysosomal alpha-glucosidase (Homo sapiens), P10253; human spleen homogenate, 4-MU-alpha-glucoside fluorescence; Potency, µM (doses to about 79.9 µM), without a hit: top-dose activity change, negative = inhibition, hits mostly inhibitors; actives 0.006% (n = 240,000); AID 2112, 2009;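 note: 0% = enzyme with vehicle and -100% = no enzyme basal signal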
#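 Human spleen homogenate (1 ug) with 4-methylumbelliferyl-alpha-D-glucopyranoside (1 mM final) in 50 mM citrate/phosphate pH 5.0, 0.01% Tween-20; 40 min at 37 C. Stopped at pH 10; 4-MU fluorescence Ex 365/Em 440 nm; AC50 by Hill fit.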
# GAA glycogen mod = qHTS Assay for Inhibitors and Activators of Human alpha-Glucosidase Cleavage of Glycogen; Lysosomal alpha-glucosidase (Homo sapiens), P10253; actives 0.38% (n = 300,000); AID 2100, 2009; Potency, µM (doses to about 76.4 µM), for inactives: at the highest dose activity change, negative = inhibition, most hits filed as inhibitors; recombinant GAA, glycogen substrate, Amplex Red glucose oxidase fluorescence;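 note: 0% = full enzyme reaction and -100% = no-enzyme basal signal; the screen sought inhibitors and activators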
#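 Recombinant human alpha-glucosidase (4 nM final) hydrolysed bovine liver glycogen (30 ug) for 40 min at 37 C in pH 5.0 citrate/phosphate with 0.01% Tween-20. Released glucose detected by glucose oxidase/Amplex Red, Ex 573/Em 610 nm. Compounds up to 77 uM; AC50 from Hill fits.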
# Tau fibril ThT = qHTS for Inhibitors of Tau Fibril Formation, Thioflavin T Binding. Microtubule-associated protein tau (Homo sapiens), P10636. Potency, µM (doses to about 57.4 µM), without a hit: at the top dose activity, negative = inhibition, actives largely listed as inhibitors. recombinant tau K18 P301L (four-repeat tau fragment), heparin-induced fibrillization, ThT fluorescence. actives 2.1% (n = 270,000); note: % is set by controls: 0 for no effect and ±100 for the full control effect; nearly all actives have a fitted effect of over 55% in size
#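 In this qHTS, human K18 P301L tau is incubated with compound and heparin for 6 hr at 37 C, and Thioflavin T fluorescence then reports fibril load.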
# Numbers without * were called inactive; ? = inconclusive; / = not tested or not shown; & = joins results of further samples; [ ] = remark or other dose. Calls come from the whole dose curve; as a rule, active = well fitted curve in the direction sought with a large enough effect; inconclusive = small, poorly fitted or top-dose-only effect, or another doubt; inactive = no such curve, though single readings can be large; an effect the other way counts as inactive or inconclusive. Potency is the fitted concentration of half-maximal effect.
Compound,HTT ATP protect,GLA spleen mod,Tau FP inhib,GAA inh,Tau fluor counter,aGlu spleen mod,GAA glycogen mod,Tau fibril ThT
COc1cccc(CC2CC(=O)N(c3ccc4c(C)cc(=O)oc4c3)C2=O)c1 (stereo not drawn),-25%,9%,8%,-10%,-7%,-2%,7%,-10%
COc1ccc(N(C(=O)Cn2nnc3ccccc32)C(C(=O)NCc2ccco2)c2cccnc2)cc1 (stereo not drawn),-6%,-5%,-9%,12%,0%,1%,-3%,-8%
CC1=CC(C)(C)N(C(=O)CN2C(=O)c3ccccc3C2=O)c2ccccc21,12%,0%,-16%,1%,-22%,-14%,-1%,-20%
O=C(O)CNC(=S)N(Cc1ccccc1Cl)C1CCCCC1,8%,-2%,-1%,1%,-8%,-3%,-5%,-7%
CC(Sc1nncn1C)C(=O)NCc1ccc2c(c1)OCO2 (stereo not drawn),-6%,29%,0%,-3%,-5%,-24%,9%,-2%
CN1CC=C2C(C#N)=C(N)C(C#N)(C#N)[C@H](c3cccs3)[C@H]2C1,14%[10 µM],14%,?,3%,-17%,2%,1%,?
Cc1cccc(N2CCN(C(=O)C3CCCN(S(=O)(=O)c4ccc5c(c4)oc(=O)n5C)C3)CC2)c1C (stereo not drawn),/,/,-5%,/,-15%,/,-17%[76.3 µM],-12%
C=CCN=C1S/C(=C/c2ccc([N+](=O)[O-])cc2)C(=O)N1CC=C,22%[10 µM],-11%,-1%,/,-19%,1%,5%,-14%
CCN(CC)CCC(=O)Nc1ccc2c(c1)N(C(=O)CN(CC)CC)c1ccccc1CC2,-11%,-3%,2%,-3%,-5%,-3%,-1%,?
O=C1CC(c2ccc(F)cc2)CC2=C1C(c1ccc([N+](=O)[O-])o1)Nc1ccccc1N2 (stereo not drawn),0%[10 µM],-5%,6%,-18%[15.4 µM],?,2%,-2%,?
CCC(=O)N(C)CCc1cc2c(c(OC)c1/C=N/Nc1ccc(C(=O)O)cc1)OCO2,-2%[10 µM],4%,-6%,/,-9%,2%,-28%,-11%
Cc1noc(C)c1C(=O)OCC(=O)C12CC3CC(CC(C3)C1)C2,-14%[10 µM],-2%,1%,4%,-10%,4%,12%,-6%
Cc1ccc2c(c1)-c1cc(C)nn1C(c1ccc3c(c1)OCO3)N2 (stereo not drawn),-12%[10 µM],3%,?,1%,?,-3%,?,?
O=C(NNc1cc(Cl)ccc1Cl)c1c(F)cccc1Cl,-1%[10 µM],4%,9%,-14%,-9%,-3%,?,-15%
CCOc1ccc(NC(=O)CSc2oc(-c3cccs3)nc2S(=O)(=O)c2ccc(Cl)cc2)cc1,/,/,-7%,/,?,/,-12%[76.3 µM],-8%
Cc1ccc(-c2nc(CS(=O)(=O)CC(=O)NCc3ccc(Cl)cc3)c(C)o2)cc1,/,/,-13%,/,-5%,/,11%[76.3 µM],2%
Cc1nn(C2CCS(=O)(=O)C2)c(Cl)c1/C=C/C(=O)OCC(=O)Nc1ccccc1OC(F)F (stereo not drawn),5%,-2%,-7%,?,-14%,-3%,3%,-8%
COCc1cc(C)nc(OCC(=O)N/N=C/c2cccc(OC)c2)c1C#N,-19%,1%,2%,-1%,-7%,1%,-8%,-11%
Cc1ccc(NC(=O)CSc2nc(C)c(Cc3ccccc3)c(=O)[nH]2)cc1,-89%[inhibitor],7%,-2%&-11%,5%,-20%&-18%,3%,6%,?
Cc1ccc(S(=O)(=O)NCCc2nnc3ccc(SCc4ccccc4F)nn23)cc1,/,/,-1%,/,-10%,/,0%[76.3 µM],-8%
CC1CCCCN1C(=O)COc1ccc(F)cc1 (stereo not drawn),-2%[10 µM],7%,9%,7%,7%,-3%,-6%,-1%
O=C(NCc1ccccc1Cl)C1CCN(C(=O)c2sccc2-n2cccc2)CC1,2%,-6%,-4%,-5%,7%,-9%,-13%,-5%
Cc1ccc(C(=O)O/N=C2/CC3CCC2(C)[C@@]3(C)CBr)cc1 (stereo partly drawn),1%[10 µM],-10%,10%,/,4%,-5%,3%,-7%
CC[n+]1c(/C=C2\C=C(C)CC(C)C2)sc2ccccc21 (stereo not drawn),-48%[inhibitor],9%,?,-12%,-29%,0%,-14%,?

# Some of the entries so far, as labelled records:
Cc1ccc(S(=O)(=O)NCCc2nnc3ccc(SCc4ccccc4F)nn23)cc1
  HTT ATP protect: / | GLA spleen mod: / | Tau FP inhib: -1% | GAA inh: / | Tau fluor counter: -10% | aGlu spleen mod: / | GAA glycogen mod: 0%[76.3 µM] | Tau fibril ThT: -8%
CN1CC=C2C(C#N)=C(N)C(C#N)(C#N)[C@H](c3cccs3)[C@H]2C1
  HTT ATP protect: 14%[10 µM] | GLA spleen mod: 14% | Tau FP inhib: ? | GAA inh: 3% | Tau fluor counter: -17% | aGlu spleen mod: 2% | GAA glycogen mod: 1% | Tau fibril ThT: ?

# Seven compounds already listed, arranged by molar mass, highest first.
Compound,HTT ATP protect,GLA spleen mod,Tau FP inhib,GAA inh,Tau fluor counter,aGlu spleen mod,GAA glycogen mod,Tau fibril ThT
CCOc1ccc(NC(=O)CSc2oc(-c3cccs3)nc2S(=O)(=O)c2ccc(Cl)cc2)cc1,/,/,-7%,/,?,/,-12%[76.3 µM],-8%
O=C1CC(c2ccc(F)cc2)CC2=C1C(c1ccc([N+](=O)[O-])o1)Nc1ccccc1N2 (stereo not drawn),0%[10 µM],-5%,6%,-18%[15.4 µM],?,2%,-2%,?
COCc1cc(C)nc(OCC(=O)N/N=C/c2cccc(OC)c2)c1C#N,-19%,1%,2%,-1%,-7%,1%,-8%,-11%
CC1=CC(C)(C)N(C(=O)CN2C(=O)c3ccccc3C2=O)c2ccccc21,12%,0%,-16%,1%,-22%,-14%,-1%,-20%
O=C(NNc1cc(Cl)ccc1Cl)c1c(F)cccc1Cl,-1%[10 µM],4%,9%,-14%,-9%,-3%,?,-15%
Cc1noc(C)c1C(=O)OCC(=O)C12CC3CC(CC(C3)C1)C2,-14%[10 µM],-2%,1%,4%,-10%,4%,12%,-6%
CC1CCCCN1C(=O)COc1ccc(F)cc1 (stereo not drawn),-2%[10 µM],7%,9%,7%,7%,-3%,-6%,-1%
